Screening results from PubChem.
KCNH2 WT inh: qHTS for Inhibitors of KCHN2 3.1: Wildtype qHTS | Voltage-gated inwardly rectifying potassium channel KCNH2 (Homo sapiens), Q12809 | U2OS, BacMam KCNH2, thallium flux FluxOr; stronger effect = lower value | activity change, % at 1.84 µM | actives 0.37% (n = 340,000);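 active = maximum activity change below -70%; inconclusive = maximum activity change between -70% and -50%; inactive = maximum activity change above -50%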
Target sequence (Q12809 whole entry, looked up): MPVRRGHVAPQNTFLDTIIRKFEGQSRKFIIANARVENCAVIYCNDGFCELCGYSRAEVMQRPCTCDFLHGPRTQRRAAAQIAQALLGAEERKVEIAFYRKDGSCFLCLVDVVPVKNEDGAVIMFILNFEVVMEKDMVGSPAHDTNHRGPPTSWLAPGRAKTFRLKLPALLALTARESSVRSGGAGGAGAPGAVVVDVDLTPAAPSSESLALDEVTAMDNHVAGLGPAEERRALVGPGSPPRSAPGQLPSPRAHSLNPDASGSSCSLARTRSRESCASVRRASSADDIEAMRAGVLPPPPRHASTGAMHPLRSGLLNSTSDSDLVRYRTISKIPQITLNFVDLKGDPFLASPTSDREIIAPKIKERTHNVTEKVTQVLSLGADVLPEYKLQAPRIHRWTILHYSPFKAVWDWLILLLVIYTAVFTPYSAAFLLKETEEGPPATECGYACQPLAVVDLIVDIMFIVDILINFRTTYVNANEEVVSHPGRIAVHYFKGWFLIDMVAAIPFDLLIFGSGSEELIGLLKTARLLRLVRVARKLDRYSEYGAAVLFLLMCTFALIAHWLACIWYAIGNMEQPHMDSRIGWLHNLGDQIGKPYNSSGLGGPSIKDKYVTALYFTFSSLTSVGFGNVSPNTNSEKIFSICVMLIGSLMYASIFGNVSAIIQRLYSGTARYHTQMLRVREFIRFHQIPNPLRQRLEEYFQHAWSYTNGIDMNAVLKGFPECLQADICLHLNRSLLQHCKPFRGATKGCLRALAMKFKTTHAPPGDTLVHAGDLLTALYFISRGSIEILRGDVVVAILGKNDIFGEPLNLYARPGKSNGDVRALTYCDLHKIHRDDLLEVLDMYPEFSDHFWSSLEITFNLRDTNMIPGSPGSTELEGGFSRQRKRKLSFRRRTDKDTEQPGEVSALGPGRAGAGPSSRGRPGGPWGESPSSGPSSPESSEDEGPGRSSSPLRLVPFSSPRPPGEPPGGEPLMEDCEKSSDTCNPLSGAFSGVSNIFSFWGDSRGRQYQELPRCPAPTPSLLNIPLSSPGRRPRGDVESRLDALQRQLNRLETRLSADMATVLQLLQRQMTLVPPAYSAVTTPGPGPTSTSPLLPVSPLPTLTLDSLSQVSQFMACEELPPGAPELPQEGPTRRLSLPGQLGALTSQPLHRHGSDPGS
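U2OS cells were transduced with wild-type KCNH2 virus (2.03 x 10^8 / mL) for 4 h at room temperature, then cultured overnight at 37 C. Thallium flux was read with FluxOr dye. Rate constants were normalized to DMSO controls.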
Integrin act MD: qHTS for Activators of Integrin-Mediated Alleviation for Muscular Dystrophy | alpha7betagal myoblasts, beta-gal FDG fluorescence, 48 h | Potency, µM (series often up to 38.3 µM), for the others: at the top dose activation, hits mostly activators | actives 0.064% (n = 350,000) | AID 624291, 2012; active = well fitted activation curve with a large enough effect; inconclusive = small, poorly fitted or top-dose-only effect; inactive = no such curve, though single readings can be large or run the other way;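 also: potency is read from the fitted curve at half-maximal effect; 100% = response of the positive control SU9516; nearly all actives have a fitted effect of over 60% in size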
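Alpha7betagal+/- myoblasts (passage 13) were plated 16-24 hr, then exposed to compounds (1:260 dilution of DMSO stock) for 48 hours at 37C. After MPER lysis, β-galactosidase reporter activity was read as FDG fluorescence (ex 480/em 540) after 30 minutes.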
KCNH2 3.1 block: qHTS for Inhibitors of KCHN2 3.1: Mutant qHTS; U2OS KCNH2 3.1, thallium flux FluxOr; stronger effect = lower value; activity change, % (tested at about 1.8 µM); actives 0.95% (n = 340,000); AID 720553, 2013;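 active = maximum activity change below -70%; inconclusive = maximum activity change from -70% to -50%; inactive = maximum activity change above -50%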;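 also: thallium influx rate constant from kinetic fluorescence after stimulation buffer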
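Thallium flux via FluxOr fluorescence (Red40 quencher, 45 min loading) in U2OS cells virally expressing the KCNH2 3.1 isoform (1.77 x 10^8 /mL virus, overnight at 37 C). Rate constants from 2-min kinetic reads post-stimulation, normalised to positive and negative controls.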
* = called active by the depositor; [ ] = another dose, or the depositor's remark. Unless noted, % is scaled to controls: 0 for no effect and ±100 for the full control effect. Only part of the results is shown; rates above refer to the full screens.

The opening two entries (preview)
For C[C@@H](NC(=O)c1ncn2c1c(=O)[nH]c1ccc(Br)cc12)c1ccccc1 the results were KCNH2 WT inh -0.3, Integrin act MD 1.1% and KCNH2 3.1 block -7.1.
`Cc1ccc(C)c(S(=O)(=O)N2CCCC2CNC(=O)C(=O)Nc2ccccc2)c1` (centres undefined) gave KCNH2 WT inh -0.1, Integrin act MD 4.9% and KCNH2 3.1 block -1.6.

The list itself, from the start:
For C[C@@H](NC(=O)c1ncn2c1c(=O)[nH]c1ccc(Br)cc12)c1ccccc1 the results were KCNH2 WT inh -0.3, Integrin act MD 1.1% and KCNH2 3.1 block -7.1.
`Cc1ccc(C)c(S(=O)(=O)N2CCCC2CNC(=O)C(=O)Nc2ccccc2)c1` (centres undefined) gave KCNH2 WT inh -0.1, Integrin act MD 4.9% and KCNH2 3.1 block -1.6.
`O=C(CC1SCCNC1=O)NCc1ccccc1` (centres undefined) gave KCNH2 WT inh -2.2, Integrin act MD 21.6% and KCNH2 3.1 block -9.6.
`O=C(Cn1ccc(=O)[nH]c1=O)Nc1nccs1` gave KCNH2 WT inh -1.5, Integrin act MD 6.1% and KCNH2 3.1 block 4.5.
Screening O=c1[nH]cc(Cc2ccccc2)c(=O)[nH]1 returned KCNH2 WT inh 9.8, Integrin act MD -6.4% and KCNH2 3.1 block -6.8.
For O=C(c1cc(Cl)nc2ccccc12)N(Cc1nnc(-c2ccccc2Cl)o1)C1CC1 the results were KCNH2 WT inh -8.6, Integrin act MD -7.0% and KCNH2 3.1 block -5.4.
For O=C(COC(=O)c1cccc(-n2cnnn2)c1)c1ccc(F)c(F)c1 the results were KCNH2 WT inh -6.6, Integrin act MD -3.6% and KCNH2 3.1 block -2.5.
`COc1ccc(S(=O)(=O)N2CCCOC2CNC(=O)C(=O)NCCO)cc1` (centres undefined) gave KCNH2 WT inh 0.5, Integrin act MD -5.7% and KCNH2 3.1 block 1.0.
Screening Cc1ccc(-n2sc3cc(F)ccc3c2=O)c(C)c1 returned KCNH2 WT inh -5.6, Integrin act MD -57.4%[inhibitor] and KCNH2 3.1 block 1.6.
`CCN(CC)C(=O)C1=C(C)N(CCCOC)C(=O)C(CC(=O)NCc2cccs2)C1` (centres undefined) gave KCNH2 WT inh -2.1, Integrin act MD 16.1% and KCNH2 3.1 block -9.0.
CCOc1ccc(CCNC(=O)COC(=O)c2n[nH]c3ccccc23)cc1OCC was read as KCNH2 WT inh 6.3, Integrin act MD -10.1% and KCNH2 3.1 block 13.8.
Screening Cc1ccc(S(=O)(=O)N2C[C@H]3C(=O)C[C@@H](c4ccccc4F)N(S(=O)(=O)c4ccc(C)cc4)[C@H]3C[C@H]2c2cccc3ccccc23)cc1 returned KCNH2 WT inh 1.4, Integrin act MD 10.4% and KCNH2 3.1 block 9.3.
For COC(=O)N(C)C[C@@H]1OCc2cnnn2CCCC(=O)N([C@@H](C)CO)C[C@@H]1C the results were KCNH2 WT inh 1.2, Integrin act MD 9.2% and KCNH2 3.1 block 5.2.
For CC(c1nc2ccccc2c(=O)[nH]1)N1CCN(S(=O)(=O)c2ccc(F)c(Cl)c2)CC1 (centres undefined) the results were KCNH2 WT inh -5.9, Integrin act MD -16.5% and KCNH2 3.1 block 4.8.
CCOc1ccc(-c2nc(CSCC(=O)NC3CCN(Cc4ccccc4)CC3)c(C)o2)cc1 was read as KCNH2 WT inh 45.7, Integrin act MD -1.4% and KCNH2 3.1 block -2.6.
Screening COc1ccc(NC(=O)C2CC2(Cl)Cl)cc1S(=O)(=O)N1CCCCC1 (centres undefined) returned KCNH2 WT inh -2.1, Integrin act MD 4.8% and KCNH2 3.1 block 9.9.
O=C(C[C@H]1C[C@@H]2c3cc(NC(=O)c4cccnc4)ccc3O[C@@H]2[C@H](CO)O1)NCc1ccncc1 was read as KCNH2 WT inh -8.6, Integrin act MD 5.1% and KCNH2 3.1 block 4.3.
For C[C@H](CO)N1C[C@H](C)[C@H](CN(C)S(C)(=O)=O)OCc2cnnn2CCCC1=O the results were KCNH2 WT inh 0.9, Integrin act MD -2.2% and KCNH2 3.1 block -0.8.
COc1cccc(CNC(=O)CCNC(=O)N2CC(=O)Nc3ccccc32)c1 was read as KCNH2 WT inh -11.3, Integrin act MD 10.7% and KCNH2 3.1 block 6.8.
CN(C)c1ncnc2c1nnn2C1OC(CO)C(O)C1O (centres undefined) was read as KCNH2 WT inh -8.6, Integrin act MD -46.5%[inhibitor] and KCNH2 3.1 block 4.5.
`CC(C)(C)OC(=O)[C@H](Cc1ccccc1)NC(=O)c1[nH]cnc1C(=O)Nc1ccccc1F` gave KCNH2 WT inh 9.7, Integrin act MD -59.9%[inhibitor] and KCNH2 3.1 block 15.1.
Cc1ccc(NC(=O)c2ccc3c(c2)CCN3S(C)(=O)=O)cc1 was read as KCNH2 WT inh 0.5, Integrin act MD -7.5% and KCNH2 3.1 block -2.7.
CC1CCCN(CC(=O)Nc2ccc(S(=O)(=O)N3C(C)CCCC3C)cc2)C1 (centres undefined) was read as KCNH2 WT inh 22.8, Integrin act MD -12.9% and KCNH2 3.1 block -46.1.
For CCOc1ccc(CNC(=O)C2CCCN(S(=O)(=O)N3CCC(C)CC3)C2)cc1OC (centres undefined) the results were KCNH2 WT inh -7.3, Integrin act MD 10.7% and KCNH2 3.1 block -13.6.
C[C@@H]1CCCCO[C@H](CN(C)C(=O)CCC(F)(F)F)[C@@H](C)CN([C@H](C)CO)C(=O)c2cc(NC(=O)c3ccncc3)ccc2O1 was read as KCNH2 WT inh 17.3, Integrin act MD 13.4% and KCNH2 3.1 block 4.5.
CS(=O)(=O)c1ccc(-c2cccc(NC(=O)c3ccc4c(c3)OCO4)c2)nn1 was read as KCNH2 WT inh -2.9, Integrin act MD -23.6% and KCNH2 3.1 block -8.5.
Screening CCc1ccc(/C=C2\SC(=S)N(CCCC(=O)Nc3cc(C)on3)C2=O)cc1 returned KCNH2 WT inh -12.3, Integrin act MD 12.5% and KCNH2 3.1 block 15.7.
Screening O=Cc1cccc(OCc2cn(CC(=O)c3ccc(O)cc3)nn2)c1 returned KCNH2 WT inh -0.2, Integrin act MD 17.7% and KCNH2 3.1 block -1.1.
`Cc1ccc(NC2CCCN(C(=O)c3cc(C(C)C)nn3C)C2)cc1C` (centres undefined) gave KCNH2 WT inh -12.4, Integrin act MD 13.0% and KCNH2 3.1 block 0.7.
Screening Cc1cc(C(=O)N2CCCC(CO)(Cc3ccc(F)cc3F)C2)nn1C (centres undefined) returned KCNH2 WT inh 11.3, Integrin act MD 14.8% and KCNH2 3.1 block 16.1.
Screening Cc1ccc(OCCCC(=O)N(C)CC(=O)Nc2c(C)cccc2C)cc1 returned KCNH2 WT inh -12.6, Integrin act MD -8.5% and KCNH2 3.1 block 0.1.
Screening COCCCN1C(=O)C(CC(=O)NCc2cccs2)CC(C(=O)N(C)C)=C1C (centres undefined) returned KCNH2 WT inh -7.0, Integrin act MD 5.9% and KCNH2 3.1 block 1.9.
O=C(COC(=O)C1CC(=O)N(Cc2ccccc2)C1)Nc1ccc([N+](=O)[O-])cc1Br (centres undefined) was read as KCNH2 WT inh -6.0, Integrin act MD -0.4% and KCNH2 3.1 block -1.0.
For COc1ccc(N2CC(C)(C)[C@H](CC(=O)Nc3ccc(Br)cc3)C2=O)cc1 the results were KCNH2 WT inh -22.0, Integrin act MD -9.5% and KCNH2 3.1 block -3.5.
For Cc1ccc2c(c1)CO[C@]21O[C@H](CCO)C[C@H](O)[C@H]1O the results were KCNH2 WT inh -12.2, Integrin act MD -10.7% and KCNH2 3.1 block -1.2.
Screening C=CCn1c(SCC(=O)Nc2cc(C)on2)nc2ccccc21 returned KCNH2 WT inh -0.9, Integrin act MD 10.0% and KCNH2 3.1 block 12.6.
For COc1ccc(C=C2CCC3C(=O)CCCC3(C)C2=O)cc1 (centres undefined) the results were KCNH2 WT inh -15.4, Integrin act MD 12.6% and KCNH2 3.1 block 0.1.
For Cc1cccc(C)c1OCC(=O)Nc1cccc(S(=O)(=O)N2CCCCCC2)c1 the results were KCNH2 WT inh -4.6, Integrin act MD -20.2% and KCNH2 3.1 block -4.9.
COc1ccccc1NC(=O)COC(=O)c1c(NC(C)=O)sc(C)c1C was read as KCNH2 WT inh -7.9, Integrin act MD 1.3% and KCNH2 3.1 block -1.1.
Screening Cc1ccc([C@H]2C[C@H](n3cc(COC(=O)c4ccccc4)nn3)[C@@H](O)CN2Cc2cccs2)cc1 returned KCNH2 WT inh -10.6, Integrin act MD 12.1% and KCNH2 3.1 block -13.6.
Screening Cc1cc(C)c(NS(=O)(=O)c2ccccc2)c(C)n1 returned KCNH2 WT inh -2.2, Integrin act MD 4.3% and KCNH2 3.1 block 3.7.
CSc1ncnc2c1ncn2CCCNCc1ccco1 was read as KCNH2 WT inh -16.8, Integrin act MD -0.5% and KCNH2 3.1 block 2.9.
Cc1ccc(S(=O)(=O)NCC(=O)OC(C)C(=O)NCc2ccc3c(c2)OCO3)cc1 (centres undefined) was read as KCNH2 WT inh 0.9, Integrin act MD 9.3% and KCNH2 3.1 block 2.8.
O=C(CSCC(=O)OCC(=O)N1CCN(C(=O)c2ccco2)CC1)Nc1ccc(Cl)cc1 was read as KCNH2 WT inh 3.9, Integrin act MD 19.0% and KCNH2 3.1 block -8.0.
Screening COc1ccc(NC(=O)COC(=O)C2COc3ccccc3O2)cc1 (centres undefined) returned KCNH2 WT inh 5.9, Integrin act MD 7.9% and KCNH2 3.1 block -18.2.

4 entries out of the list, arranged by number of heavy atoms, smallest number first.
Screening C=CCn1c(SCC(=O)Nc2cc(C)on2)nc2ccccc21 returned KCNH2 WT inh -0.9, Integrin act MD 10.0% and KCNH2 3.1 block 12.6.
Screening COCCCN1C(=O)C(CC(=O)NCc2cccs2)CC(C(=O)N(C)C)=C1C (centres undefined) returned KCNH2 WT inh -7.0, Integrin act MD 5.9% and KCNH2 3.1 block 1.9.
O=C(COC(=O)C1CC(=O)N(Cc2ccccc2)C1)Nc1ccc([N+](=O)[O-])cc1Br (centres undefined) was read as KCNH2 WT inh -6.0, Integrin act MD -0.4% and KCNH2 3.1 block -1.0.
O=C(CSCC(=O)OCC(=O)N1CCN(C(=O)c2ccco2)CC1)Nc1ccc(Cl)cc1 was read as KCNH2 WT inh 3.9, Integrin act MD 19.0% and KCNH2 3.1 block -8.0.

(list continues)
Screening COc1cc(C=NCc2ccccc2)ccc1O returned KCNH2 WT inh 3.1, Integrin act MD 3.1% and KCNH2 3.1 block 14.5.
`CCCCN1C(=O)C(CC(=O)NCc2cccc3ccccc23)CC(C(=O)N(C)C)=C1C` (centres undefined) gave KCNH2 WT inh 6.5, Integrin act MD -12.3% and KCNH2 3.1 block -91.2*.
`CC1(C)CC(=O)C=C(c2ccc(COC(=O)C(c3ccccc3)c3ccccc3)cc2)C1=O` gave KCNH2 WT inh -11.6, Integrin act MD -21.9% and KCNH2 3.1 block -2.7.
For CCOc1ccc(S(=O)(=O)NCCC(=O)NNC(=O)c2ccc(F)cc2)cc1 the results were KCNH2 WT inh -9.1, Integrin act MD 16.7% and KCNH2 3.1 block 7.9.
CCn1c(C)cc(C(=O)COC(=O)CNC(=O)c2ccco2)c1C was read as KCNH2 WT inh -2.8, Integrin act MD -3.1% and KCNH2 3.1 block 10.5.
Screening CC1=CC(C)(C(Cl)(Cl)Cl)C(C)=CC1=NO (centres undefined) returned KCNH2 WT inh -11.2, Integrin act MD 6.2% and KCNH2 3.1 block 2.1.
For COCOCCn1cc(CN2CCS(=O)(=O)N(Cc3ccc(-c4cccc(CO)c4)cc3)C(C(C)C)C2=O)nn1 (centres undefined) the results were KCNH2 WT inh -3.1, Integrin act MD 18.1% and KCNH2 3.1 block 3.4.
O=c1[nH]c(=O)n2c(c1-c1ccccc1)OC(CBr)C2 (centres undefined) was read as KCNH2 WT inh -24.1, Integrin act MD 2.8% and KCNH2 3.1 block 6.9.
For COc1ccccc1N1CCN(S(=O)(=O)CCNC(=O)c2ccco2)CC1 the results were KCNH2 WT inh 2.6, Integrin act MD 15.5% and KCNH2 3.1 block -0.2.
Screening O=C(c1ccccc1)N1CCN(c2cc(-c3ccccc3)nc3cc(-c4cccc(Cl)c4)nn23)CC1 returned KCNH2 WT inh 19.7, Integrin act MD 1.7% and KCNH2 3.1 block 10.8.
C[C@H](CO)N1C[C@H](C)[C@@H](CN(C)C(=O)c2cnccn2)Oc2ncc(Br)cc2C1=O was read as KCNH2 WT inh -7.8, Integrin act MD -23.7% and KCNH2 3.1 block inconclusive.
Screening COc1ccc(CNC(=O)O[C@H]2Cn3c(=O)ccc(=O)n3[C@@H]3CN(S(=O)(=O)c4ccc(C)cc4)C[C@]23O)cc1OC returned KCNH2 WT inh -2.0, Integrin act MD 16.7% and KCNH2 3.1 block -2.1.
CC(C)(C)C(=O)Nc1ccc(N2CCN(C(=O)c3cccs3)CC2)cc1 was read as KCNH2 WT inh -7.1, Integrin act MD -19.7% and KCNH2 3.1 block 14.9.
